KB-V1 cytotox – KB-V1 MDR subline cytotoxicity | KB-V1 MDR cells viability, CellTiter-Glo, 72 h | 400,000 compounds, 3.4% hits | Potency, µM (titrated, usually from 46.1 µM), without a hit: top-dose activity change, negative = cytotoxicity, actives largely listed as cytotoxic; note: potency is the fitted concentration of half-maximal effect; % is set by controls: 0 for no effect and ±100 for the full control effect; nearly all actives have a fitted effect of over 60% in size
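Following 72 h at 37 degrees C with compound, KB-V1 cell viability was read by CellTiter-Glo luminescence, medium being phenol-red-free DMEM plus 10% FBS; concentration-response parameters came from normalized, curve-fitted qHTS data.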
HT1080-NT tox – kills 2HG-producing HT-1080-NT fibrosarcoma cells | HT-1080-NT fibrosarcoma viability, CellTiter-Glo ATP luminescence, 48 h | Potency, µM (series often up to 46.1 µM), inactives show top-dose activity, negative = less viability, actives largely listed as cytotoxic | 360,000 compounds, 1.6% hits | AID 686970;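 note: NT is the 2HG producing partner of a matched IDH1 knockdown line; potency is the fitted concentration of half-maximal effect; 0% = DMSO-treated cells and -100% = media-only wells without cells; nearly all actives have a fitted effect of over 55% in size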
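Fibrosarcoma NT cells, 750 per well in 5% FBS RPMI, were exposed to compound for 48 hours. Viability: CellTiter-Glo luminescence.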
IL1B secr inh – inhibitors of inflammasome signaling (IL-1 beta secretion); THP-1 LPS/ATP IL-1B secretion, AlphaLISA, 16 h; stronger effect = lower value; activity change, % at 57.5 µM; 360,000 compounds, 4.7% hits; AID 743279; in the data active = activity change below about -50%; inconclusive = mostly about -30% to -49%; note: % is set by controls: 0 for no effect and ±100 for the full control effect
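THP-1 cells pretreated 1 hr with compounds (up to 57.5 uM final), then stimulated with LPS (250 ng/mL final) plus ATP (1.25 mM final); secreted IL-1B measured by AlphaLISA after 16 hr, decreased signal indicating inhibition.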
KB-3-1 tox – kills parental KB-3-1 adenocarcinoma cells; KB-3-1 viability, CellTiter-Glo ATP luminescence, 72 h; Potency, µM (highest dose often 46.1 µM), without a hit: at the highest dose activity change, negative = cytotoxic, usual class: cytotoxic; 400,000 compounds, 1.4% hits; note: potency is the fitted concentration of half-maximal effect; % is set by controls: 0 for no effect and ±100 for the full control effect; nearly all actives have a fitted effect of over 60% in size
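Screening of KB-3-1 cells (DMEM, 10% FBS, phenol-red free) ran from lowest to highest compound concentration; after 72 h at 37 °C viability was read luminescently and curves fitted.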
GLP1R cytotox – cytotoxicity counter-screen for GLP-1 receptor inverse agonists | HEK293 cAMP-luciferase reporter cells, luminescence, 24 h | Potency, µM (series often up to 38.3 µM), for inactives: at the highest dose activity change, negative = inhibition, most hits filed as inhibitors | 410,000 compounds, 0.13% hits;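 note: loss of luciferase light is scored as toxicity; potency is the fitted concentration of half-maximal effect; % is set by controls: 0 for no effect and ±100 for the full control effect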
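Step one: seed cells (200 cells/uL, DMEM with 10% Nu serum, 1% pen-strep). Step two: 12-hour incubation at 37 deg C. Step three: pin 23 nL compound, incubate 24 hr. Step four: add luciferase reagent, read luminescence 12 min later.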
SW480 rerep – induces DNA re-replication in SW480 colon adenocarcinoma cells; SW480 DNA re-replication, Hoechst DNA content imaging, 48 h; Potency, µM (top dose mostly 46.1 µM), without a hit: at the highest dose re-replication activation, hits mostly activators; 340,000 compounds, 1.8% hits; note: potency is the fitted concentration of half-maximal effect; % of control where 0% means no effect; nearly all actives have a fitted effect of over 55% in size
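Treated cells incubate 48 hr (37 C, 5% CO2), are stained 40 min with Hoechst, and nuclear fluorescence is enumerated; a rise in nuclei with high DNA signal marks re-replication.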
MCF10A rerep – inducers of DNA re-replication in MCF 10A breast cells; MCF 10A DNA re-replication, Hoechst nuclear intensity, 48 h; Potency, µM (top dose mostly 46.1 µM), for inactives: top-dose activity, positive = re-replication, actives largely listed as activators; 350,000 compounds, 2.9% hits; note: potency is the fitted concentration of half-maximal effect; % of control where 0% means no effect; nearly all actives have a fitted effect of over 50% in size
HT1080 IDH1KD tx – kills HT-1080 cells with IDH1 knockdown. Potency, µM (top dose mostly 46.1 µM), for inactives: at the top dose activity, negative = toxicity, most hits filed as cytotoxic. AID 686971. 360,000 compounds, 2% hits. HT-1080 IDH1 knockdown viability, ATP luminescence, 48 h;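 note: potency is the fitted concentration of half-maximal effect; 0% = DMSO wells and -100% = cell-free medium wells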
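Using the IDH1-knockdown HT-1080 line run in the same batch and compound series as the NT line, viability after 48 h at 37 °C was determined by CellTiter-Glo luminescence and expressed as % activity.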
DRD3 agonist – D3 dopamine receptor (human) agonism. P35462. D3R DiscoveRx beta-arrestin cells, luminescence, 90 min. max activation, %. 410,000 compounds, 0.58% hits. AID 652048; in the data active = max activation above about 30%; note: 0% is about no effect; mostly tested at two doses, the higher about 12 µM
Target sequence (P35462 whole entry, looked up): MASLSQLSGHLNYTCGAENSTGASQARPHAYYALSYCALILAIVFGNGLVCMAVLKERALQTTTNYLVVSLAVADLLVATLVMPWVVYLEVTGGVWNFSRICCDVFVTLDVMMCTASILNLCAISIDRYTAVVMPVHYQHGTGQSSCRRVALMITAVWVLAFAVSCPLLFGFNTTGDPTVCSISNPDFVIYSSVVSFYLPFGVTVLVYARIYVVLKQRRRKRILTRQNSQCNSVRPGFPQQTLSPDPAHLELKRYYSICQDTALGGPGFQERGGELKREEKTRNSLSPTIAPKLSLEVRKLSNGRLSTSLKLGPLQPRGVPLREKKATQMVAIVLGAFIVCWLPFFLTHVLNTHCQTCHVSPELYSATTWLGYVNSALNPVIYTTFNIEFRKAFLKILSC
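Cells at 1500/well, incubated overnight, then treated with pinned compounds (dopamine as control) for 90 min at 37 degrees C. DiscoveRx reagent added for 30 - 60 minutes at room temperature; luminescence read.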
Numbers without * were called inactive; ? = inconclusive; / = not tested or not shown; & = joins results of further samples; [ ] = dose if it differs, or a comment. Unless noted, calls come from the whole dose curve; as a rule, active = well fitted curve in the direction sought with a large enough effect; inconclusive = small, poorly fitted or top-dose-only effect, or another doubt; inactive = no such curve, though single readings can be large; an effect the other way counts as inactive or inconclusive.

The line under a structure holds: KB-V1 cytotox	HT1080-NT tox	IL1B secr inh	KB-3-1 tox	GLP1R cytotox	SW480 rerep	MCF10A rerep	HT1080 IDH1KD tx	DRD3 agonist
Cc1c(Cl)c([N+](=O)[O-])nn1Cc1ccc(C(=O)N/N=C\c2ccccn2)o1
→ ?	-1%	-1	16%	7%	?	16%	-2%	6
CCOc1ccccc1OCC(=O)Nc1ccc(S(=O)(=O)Nc2ncccn2)cc1
→ -1%	-5%	-24	24%	5%	1%	4%	5%	9
Cc1ccc(C(=O)N2CCC3(CC2)NCCc2[nH]cnc23)cc1
→ -3%	13%	4	7%	4%	3%	-4%	12%	-2
O=C1CCC(C(=O)Nc2cccc(C(F)(F)F)c2)N1 (configuration not stated)
→ 6%	2%	24	0%	7%	0%	0%	4%	-1
CC1CCCC(NC(=O)COC(=O)c2cc3ccccc3oc2=O)C1C (configuration not stated)
→ /	-3%	5	/	6%	-2%	1%	3%	1
O=C(CSc1nnc(-c2ccncc2)n1CCc1ccccc1)NCc1ccccc1
→ -15%	9%	2	-3%	-10%	-1%	5%	3%	3
Cn1c(SCc2ccccc2Cl)nc2ccccc21
→ -13%	-12%	2	-3%	4%	7%	?	-10%	-1
Cc1ccc(OCC(=O)N(Cc2ccccc2)C2CCS(=O)(=O)C2)c([N+](=O)[O-])n1 (configuration not stated)
→ -16%	22%	12	14%	-3%	-7%	-3%	17%	-1
CC1=CC(=O)CC2C1(C)CCC(C)C2(C)CCC(C)CC(=O)O (configuration not stated)
→ ?	16%	23	0%	-7%	-10%	-25%	11%	3
O=C(Nc1ccc(C(=O)N2CCCC2)cc1)c1cc(F)c(F)cc1Cl
→ -25%	-1%	?	-1%	-7%	/	/	-1%	4

Of the compounds above, these have fluorine:
The line under a structure holds: KB-V1 cytotox	HT1080-NT tox	IL1B secr inh	KB-3-1 tox	GLP1R cytotox	SW480 rerep	MCF10A rerep	HT1080 IDH1KD tx	DRD3 agonist
O=C1CCC(C(=O)Nc2cccc(C(F)(F)F)c2)N1 (configuration not stated)
→ 6%	2%	24	0%	7%	0%	0%	4%	-1
O=C(Nc1ccc(C(=O)N2CCCC2)cc1)c1cc(F)c(F)cc1Cl
→ -25%	-1%	?	-1%	-7%	/	/	-1%	4

(further entries)
The line under a structure holds: KB-V1 cytotox	HT1080-NT tox	IL1B secr inh	KB-3-1 tox	GLP1R cytotox	SW480 rerep	MCF10A rerep	HT1080 IDH1KD tx	DRD3 agonist
O=C(CSc1nc2ccccc2o1)NC(=O)NCc1ccco1
→ 18%	-11%	3	3%	-5%	2%	-2%	-9%	-6
Cn1c(/C(C#N)=C(\O)c2ccc([N+](=O)[O-])s2)nc2ccccc21
→ 24%	0%	15	4%	-4%	-5%	7%	8%	5
Cc1ccc(S(=O)(=O)N2CCCc3cc(NS(=O)(=O)c4cc(C)ccc4C)ccc32)cc1
→ ?	/	/	?	-8%	/	/	/	8
CCOC(=O)C1(C)CCCN(C(=O)c2c(-c3ccccc3)noc2C)C1 (configuration not stated)
→ -1%	-1%	18	0%	3%	/	/	11%	-9
CCc1ccc(NC(=O)C2CCN(S(=O)(=O)c3c(C)noc3C)CC2)cc1
→ ?	-19%	1	9%&-9%	-5%&-6%	16%	1%	-10%	6&1
Cc1cc2ncc(S(C)(=O)=O)c(N)n2n1
→ -1%	9%	18	4%	14%	-6%	-3%	11%	2
CC(C)c1onc(C(=O)Nc2cccnc2Cl)c1[N+](=O)[O-]
→ 0%	10%	4	7%	-13%	?	7%	2%	-18
CC(C)C(=O)N1CCC1(C)C(=O)Nc1cccc(Oc2ccccc2)c1 (configuration not stated)
→ ?	-1%	17	-6%	8%	/	/	4%	-4
CCC(C)C(NC=C1C(=O)OC(C)(C)OC1=O)C(=O)O (configuration not stated)
→ 5%	5%	-7	7%	5%	-10%	-2%	0%	-1
c1ccc(CNc2nc(Oc3ccncc3)c3sccc3n2)cc1
→ 6%	19%	17	0%	10%	/	/	0%	0
CCC1(CC)C(=O)NC(=O)NC1=Nc1ccccc1
→ -11%	15%	-9	-18%	-5%	?	4%	0%	-1
CN1CCc2nc(NC(=O)COc3ccc(C#N)cc3)sc2C1
→ -23%	-4%	4	13%	4%	0%	9%	13%	-6
COc1cc(NC(C)=O)c2ncccc2c1[N+](=O)[O-]
→ ?	-2%	-9	?	12%[1.53 µM]	-3%	2%	-9%	-1
CN(Cc1ccccc1)C(=O)c1cc(=O)[nH]c2ccccc12
→ -8%	7%	17	-1%	-16%	-1%	-1%	5%	2
CCc1cccc(C)c1NC(=O)COC(=O)C1CCN(S(=O)(=O)c2ccccc2)CC1
→ 4%	0%	3	10%	-3%	2%	6%	0%	2
CCCCCOCC(O)CCC(=O)NN (configuration not stated)
→ 0%	5%	0	-4%	5%	0%[9.22 µM]	-3%	11%	-2
COc1ccc(CNC(=O)CSc2ncc(S(=O)(=O)c3ccc(Br)cc3)c(=O)[nH]2)cc1
→ ?	/	/	0%	0%	/	/	/	7
COc1cccc(/C=N/Nc2nn3cnnc3c3ccccc23)c1
→ ?	3%	-3	-3%	-24%	-5%	?	4%	-1
COc1ccc(NC(=S)Nc2cccc(S(=O)(=O)N3CCCCC3)c2)cc1
→ 6%	6%	3	-9%	-4%	15%	1%	6%	3
COC(=O)CN(C)C(=O)c1cccc(OC2CCN(S(=O)(=O)N(C)C)CC2)c1
→ -3%	-2%	35	-3%	-6%	9%	-8%	-2%	6
Cc1ccc(/C=C2\SC(=S)N(CCC(=O)N3CCCCC3)C2=O)cc1
→ 1%	4%	-9	?	6%	-4%	1%	2%	15
Cc1ccc(C(=O)NC2CC(C)(C)NC(C)(C)C2)cc1Cl
→ 15%	1%	-29	-4%	4%	-4%	0%	1%	-1
COc1ccc(CCN(C)C(=S)Nc2cccc(C)c2)cc1OC
→ ?	-3%	-6	-4%	4%	0%	1%	1%	-7
Cn1c(CC(=O)Nc2ccccc2)nnc1SCC(=O)Nc1ccc(N2CCOCC2)cc1
→ -4%	22%	-3	10%	-1%	-1%	-3%	15%	-8
COc1cc(C)ccc1NC(=O)c1ccc(S(=O)(=O)N2CCOCC2)cc1
→ 3%	0%	-3	-1%	-10%	-3%	0%	0%	0
COc1ccc(NC(=S)NCCc2ccccc2)c(C)c1
→ -16%	0%	-11	13%	?	19%	4%	-1%	-3
O=C(COC(=O)c1cc(Br)ccc1O)NNC(=O)c1cccs1
→ -16%	-15%	4	1%	-11%	-8%	-3%	-1%	-10
CC(C)Cc1nc(SCC(=O)N2CCCC2)c2c(=O)n(C)c(=O)n(C)c2n1
→ -8%	0%	49	-13%	-2%	?	0%	1%	-8
CCOC(=O)c1oc2ccc(Br)cc2c1CSc1nnc(C)s1
→ -18%	-7%	6	10%	-5%	2%	?	-7%	0
COc1ccc(-c2nc(-c3ccc(C(=O)O)cc3)no2)cc1
→ 31%	/	/	0%	/	-20%	8%	/	/
NS(=O)(=O)c1cccc(NC(=O)CCC(=O)c2cccs2)c1
→ 22%	12%	42	11%	-22%	-1%	-1%	15%	3
O=C1CCCC/C1=C/NCc1ccccc1
→ 0%	0%	17	22%	-4%	3%	-1%	1%	2
Cc1occc1-c1nnc(SCC(=O)Nc2ccccc2)n1CCc1ccccc1
→ ?	-12%	-10	-8%	-14%	1%	0%	-8%	-5
CCN(CC)c1ccc(C=C2C(=O)OC(c3ccccc3)OC2=O)cc1 (configuration not stated)
→ 0%	4%	7	3%	-1%	5%	2%	-3%	-2
CCCCCCc1nc2ccccc2c(=O)n1NC(=O)c1c(O)c2c(n(CC(C)C)c1=O)CCCC2
→ 18µM*	-13%	-13	21µM*	-16%	17%	22%	-30%	0
COc1cccc(C(=O)NCCSc2c(-c3ccc(F)cc3)[nH]c3ccccc23)c1OC
→ ?	/	/	?	-12%	/	/	/	0
CC(=O)Nc1cccc(/C(C)=N/N2C(C)CCCC2C)c1 (configuration not stated)
→ 0%	2%	27	-6%	3%	-17%	-8%	0%	-5
COc1cccc(C(C)(O)c2nc(-c3cccc4cccnc34)cs2)c1 (configuration not stated)
→ ?	9%	28	?	1%	/	/	4%	-3
CC(=O)Nc1ccc(S(=O)(=O)NC2(C(F)(F)F)C(=O)Nc3c2c(=O)[nH]c(=O)n3-c2cccc(Cl)c2)cc1 (configuration not stated)
→ 15%	/	/	?	20%	/	/	/	5
COc1ccccc1N1CCN(CCc2n[nH]c(=S)n2-c2ccccc2)CC1
→ 0%	11%	-3	5%	-32%	-2%	-6%	19%	-38
CCOC(=O)c1cnn(-c2nc(SC)nc3sc4c(c23)CCCC4)c1N
→ ?	-16%	34	?	-5%	?	?	-8%	-3
COc1ccccc1NS(=O)(=O)c1cc(NC(=O)C2=NNC(=O)CC2)ccc1C
→ 8%	0%	18	0%	-21%	-3%	15%	1%	-1
COc1ccc(S(=O)(=O)N2CCN(c3ccccc3)CC2)cc1
→ -30%	4%	-13	-4%	1%[7.66 µM]	-2%	5%	-3%	-6
Cc1ccc(CN2CCN(Cc3ccc(C)s3)CC2CCO)cc1 (configuration not stated)
→ 2%	8%	-1	14%	8%	-64%[inhibitor]	20%	9%	-19
CCO[C@H]1OC(C(N)=O)=C[C@@H](c2ccc(Br)cc2)[C@@H]1CCCO
→ -9%	1%	-17	-8%	-5%	-14%	-1%	-4%	-1
CCOC(=O)c1c(NC(=O)COC(=O)/C=C/c2ccccc2)sc(C(=O)NC)c1C
→ 0%	3%	-5	-1%	-14%	-11%	-2%	10%	1
CCOC(=O)NC(=O)/C(C#N)=C\c1ccccc1
→ 8%	10%	4	8%	5%	-3%	-9%	1%	10
C[C@@H]1CN([C@@H](C)CO)C(=O)CCCn2cc(nn2)CO[C@H]1CN(C)S(=O)(=O)c1ccc(-n2cccn2)cc1
→ 9%	3%	-6	-12%	-2%	/	/	1%	1

From PubChem
